From PubChem BioAssay
TRPN1 ag: activates the zebrafish TRPN1 channel | HEK293 zebrafish TRPN1-YFP, Fluo-8 calcium fluorescence; 100% = response to 87 µM carbachol | activation, % at 3 µM | hit rate 0.18% among 220,000 | AID 1424;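 active = activation above its plate's cutoff, the mean activation of test wells on that plate plus 3 SD, cut at about 19% in these data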;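 note: 0% = DMSO alone and 100% = 87 µM carbachol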
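Control set: carbachol 87 µM as high control, DMSO as low control; system: HEK293 stable line with zebrafish TRPN1-YFP; read-out: % activation versus carbachol response; detection: intracellular calcium fluorescence with Fluo-8; doses: single test compound dose, 3 µM nominal, 0.3% DMSO; schedule: dye 1 h 37 °C plus 30 min RT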
MDM2 E3 inh: Mdm2 E3 ligase (human) inhibition. cell-based MDM2 ubiquitination luciferase reporter, 2 h; 0 = plate control, 100 = twice control, blank-subtracted. signal enhancement, % at 5 µM. hit rate 0.11% among 210,000;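 active = signal enhancement of 30% or more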;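 note: luminescence tracks abundance of the self-degrading MDM2-luciferase fusion protein; higher signal means inhibition of MDM2 E3 ligase activity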
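System: stable MDM2–luciferase fusion reporter cells / Input: 2000 cells seeded into each well / Schedule: 4 h settle plus 2 h compound, 37 °C / Compound: single-point 5 µM / Buffer or medium: cells held in DMEM / Benchmarks: control and blank well means / Evaluation: percent signal gain over controls, blank-subtracted / Measured by: luciferase luminescence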
Runt-SMMHC FRET: blocks binding of human RUNX1 Runt domain to CBFb-SMMHC; Q01196+Q13951; Cerulean-Runt/Venus-CBFb-SMMHC FRET ratio 530/480, 1 h; inhibition, % at 20 µM; hit rate 0.74% among 220,000; AID 1434;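 active = mean inhibition across duplicate retests at 20 µM reaching about 50%, limit read from the data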;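 note: 0% = DMSO wells and 100% = wells with excess untagged CBFb-SMMHC; inhibitors lower the FRET ratio by blocking Runt binding to CBFb-SMMHC; some results filed as inactive read as strong as hits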
Target sequence (Q01196 whole entry, looked up, the tested form may be a part): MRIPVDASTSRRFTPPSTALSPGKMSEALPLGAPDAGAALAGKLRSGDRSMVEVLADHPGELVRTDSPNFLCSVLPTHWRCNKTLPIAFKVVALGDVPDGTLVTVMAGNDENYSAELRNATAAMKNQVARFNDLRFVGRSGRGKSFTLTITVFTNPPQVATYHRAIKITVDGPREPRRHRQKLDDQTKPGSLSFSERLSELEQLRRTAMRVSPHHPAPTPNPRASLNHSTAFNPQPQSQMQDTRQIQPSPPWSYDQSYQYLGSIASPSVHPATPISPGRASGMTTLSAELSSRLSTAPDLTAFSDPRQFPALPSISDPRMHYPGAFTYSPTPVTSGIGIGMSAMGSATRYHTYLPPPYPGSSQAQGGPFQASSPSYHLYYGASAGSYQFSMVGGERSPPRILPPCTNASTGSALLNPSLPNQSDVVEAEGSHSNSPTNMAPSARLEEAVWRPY
Target sequence (Q13951 whole entry, looked up, the tested form may be a part): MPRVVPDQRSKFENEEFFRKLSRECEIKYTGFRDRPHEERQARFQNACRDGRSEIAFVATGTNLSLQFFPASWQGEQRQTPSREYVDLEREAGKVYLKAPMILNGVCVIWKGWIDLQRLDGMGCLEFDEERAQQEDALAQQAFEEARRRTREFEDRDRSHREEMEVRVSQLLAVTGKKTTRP
CHOP inh: inhibitors of CHOP induction in ER stress response | inhibition, % at 10 µM | hit rate 3.8% among 220,000 | CHO-K1 CHOP-promoter luciferase, tunicamycin-induced, 15-18 h;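 active = compounds that reduced the stress-induced luciferase reporter signal by more than about 70% of percent inhibition, limit read from the data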;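 note: 0% = tunicamycin plus vehicle and 100% = wells without tunicamycin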
NCF1 inh: blocks human p47phox regulatory protein of NADPH oxidases; p47phox/p22phox peptide binding, fluorescence polarization, 2 h; inhibition, % at 24.7 µM; hit rate 0.53% among 220,000; AID 1274;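 active = inhibition above about 30%, limit read from the data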;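 note: 0% = p47phox with labelled peptide and 100% = labelled peptide alone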
PPC-1+TRAIL kill: compounds killing PPC-1 cancer cells with TRAIL present (potentiator screen, no TRAIL-free arm). PPC-1 cells + TRAIL, ATPLite viability luminescence. cell killing (% activity), % at 4 µM. hit rate 0.41% among 220,000;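 active = cell killing above 50% in the first pass at 4 µM, then a duplicate retest at 5 µM averaging 50% or more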;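 note: plate controls were cells with TRAIL plus DMSO for no effect and medium-only wells lacking cells for full effect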
EBV gp42 inh: EBV gp42 inhibition | AID 1085 | Q1HVG2 | Fluorescence polarization binding assay, mP read-out | hit rate 0.42% among 220,000 | inhibition, % (tested at 21.74 µM); in the data active = inhibition above about 50%
Target sequence (Q1HVG2 whole entry, looked up): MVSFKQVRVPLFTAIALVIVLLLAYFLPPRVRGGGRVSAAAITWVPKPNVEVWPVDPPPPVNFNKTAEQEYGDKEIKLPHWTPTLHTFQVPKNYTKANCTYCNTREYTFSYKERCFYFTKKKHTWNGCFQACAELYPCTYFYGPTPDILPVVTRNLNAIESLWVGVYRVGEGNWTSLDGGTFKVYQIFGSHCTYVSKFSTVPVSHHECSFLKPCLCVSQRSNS
TRPML3 agonist: human mucolipin-3 channel agonism. Q8TDD5. HEK293 TRPML3-YFP, Fluo-8 calcium fluorescence; 100% = the carbachol control signal. activation, % at 3 µM. hit rate 0.29% among 220,000. AID 1448;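 active = activation above its plate's cutoff, the mean activation of the plate's test wells plus 3 SD, cut at about 12% in these data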;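 note: 0% = DMSO only wells and 100% = carbachol wells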
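Test system – HEK293 line with stable expression of human TRPML3-YFP channel · Control set – carbachol 87 µM final as high control (100%), DMSO as low control (0%) · Signal – Fluo-8 calcium dye fluorescence, ex 470-495, em 515-575 nm · Incubation – 1-h 37 °C dye load, 5-s basal, 120-s post-compound reads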
TNF necrop inh: inhibitors of TNF-alpha induced necroptosis in Jurkat FADD-/- cells; AID 463075; activation (protection from cell death), % at 10 µM; Jurkat FADD-/- TNF necroptosis rescue, ATP luminescence, 24 h; 0 = TNF only, 100 = no-TNF cells; hit rate 0.068% among 220,000;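 active = activation, meaning protection from cell death, of at least 50% relative to plate controls; inactive = activation below 50%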;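 note: necroptosis triggered by 40 ng/mL TNF-alpha added together with compound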
Active calls of the source: *; . = not tested or not shown; [ ] = dose if it differs, or a comment.

canonical_smiles,TRPML3 agonist,Runt-SMMHC FRET,MDM2 E3 inh,TNF necrop inh,EBV gp42 inh,TRPN1 ag,PPC-1+TRAIL kill,NCF1 inh,CHOP inh
CCOc1cc(/C=C2/NC(=O)N(CC(=O)Nc3cccc(C)c3)C2=O)ccc1O,-0.8,1,13,-2.5,-9,-0.9,19,-9,43
CSc1nc(Cl)c(Cc2ccc(OCC(C)C)cc2)c(N2CCOCC2)n1,0.8,-4,.,2.5,-13,0.2,17,-5,69
Oc1ccc(Cl)cc1C=Nc1ccc2c3c(cccc13)CC2,4.6,-44,9,-3.9,11,8.2,17,-27,52
CCOC(=O)c1cccc(NC(=O)C2CCCO2)c1 (configuration not stated),0.2,-2,5,-0.8,-2,2.8,35,-8,-6
COc1ccccc1OCC(=O)Nc1ccc(S(=O)(=O)N2CCN(C)CC2)cc1,1.3,-4,2,1.8,-25,1.5,8,-8,6
O=C1C2CC=CCC2C(=O)N1c1ccc(NCCc2ccc(Cl)cc2)c([N+](=O)[O-])c1 (configuration not stated),0.6,1,10,5.4,-19,-0.6,20,-7,28
O=C(CCn1c(=O)sc2ccccc21)NCCCn1ccnc1,0.8,-1,-13,-1.5,4,-0.3,-10,-12,18
Cc1ccc(S(=O)(=O)NNC(=O)CC#N)cc1,.,0,14,0.7,-32,.,-26,5,9
CC(C)NC(=S)Nc1ccc(S(=O)(=O)Nc2ncccn2)cc1,0.8,0,-2,0.0,-17,1.2,11,-9,-6
CCOc1ccc(OCCOCCNCCOC)cc1,1.0,2,-3,0.6,2,1.3,10,0,17
O=C(CCC(NC(=O)OCc1ccccc1)C(=O)OCC(=O)N1CCCCC1)OCC(=O)N1CCCCC1 (configuration not stated),0.4,1,.,-0.5,-5,0.6,5,-8,12
Cc1ccc(NC(=S)NCc2ccc3c(c2)OCO3)c(C)c1,-0.3,-1,-6,-15,-7,-1.5,22,-13,11
CCOC(=O)N1CCN(C(=O)c2cc(-c3ccc(OCC)cc3)nc3ccccc23)CC1,0.1,5,-18,-12,-25,2.7,82*[5 µM],-2,.
Cc1cccc(C)c1Nc1c(-c2ccccn2)nc2ccccn12,-0.6,0,3,-2.7,-14,-2.3,9,-9,71*
O=C(CCS(=O)(=O)c1ccccc1)Nc1ccc(-c2nc3ccccc3s2)c(O)c1,0.6,4,-6,0.4,-7,2.6,18,-21,-6
CCc1cc2c(NCC3CCCO3)nc(C)nc2s1 (configuration not stated),0.7,6,-1,0.7,1,0.0,-14,-2,41
NNC(=O)c1nc(-c2ccccc2)n2c1CCCCC2,-0.3,0,-19,1.8,-5,-1.3,12,-3,31
CC(=O)Nc1ccc(NC(=O)C2CCN(S(=O)(=O)c3cccc4nonc34)CC2)cc1,0.3,-1,-1,-2.1,-11,0.9,-6,-30,3
N[C@@H](Cc1cc(I)c(O)c(I)c1)C(=O)O,0.8,1,.,2.0,-21,-0.3,27,-11,-1
O=C(COC(=O)c1ccc(O)cc1)Nc1ccc(Cl)cc1,0.3,-5,-8,1.7,2,1.9,6,9,4
O=C(CSc1ncnc2ccccc12)Nc1cccc(S(=O)(=O)N2CCOCC2)c1,2.6,-2,-7,2.3,-5,6.5,22,-4,21
O=C(COC(=O)c1cnc(Cl)c(Cl)c1)NCc1cccs1,1.8,2,6,-0.1,-3,0.8,10,-3,-6
O=C(Cc1coc2ccc3ccccc3c12)NCc1ccccc1,-0.4,-1,-29,0.0,3,-1.6,-23,-12,27
CC(C)CCSc1nc(N)c(C#N)cc1C#N,-1.0,30,-20,-1.7,-8,-1.0,5,-44,41
O=C(Nc1cccnc1)c1ccccc1Oc1ccccc1,-0.6,-1,-14,-1.1,-5,-0.7,3,-7,15
CCCc1[nH]n(-c2ccc(F)cc2)c(=O)c1C=Nc1cccc(F)c1,0.9,-7,-6,-4.4,1,1.4,20,-3,6
CN(C)c1ccc(C=NCC2COc3ccccc3O2)cc1 (configuration not stated),0.7,2,2,-2.8,3,0.3,15,-1,-7
COC(=O)CC(NS(=O)(=O)c1cccs1)c1cccc2ccccc12 (configuration not stated),-0.3,5,14,-2.8,3,-0.5,21,-2,15
COCCNC(=S)N/N=C(\C)c1ccccc1O,0.1,7,2,-0.3,5,0.5,25,-2,-118
C=CCOc1ccccc1/C=N/O,0.0,0,6,-2.6,-1,0.1,0,2,-8

Entries of single compounds, quoted from the list. Screens in order: TRPML3 agonist | Runt-SMMHC FRET | MDM2 E3 inh | TNF necrop inh | EBV gp42 inh | TRPN1 ag | PPC-1+TRAIL kill | NCF1 inh | CHOP inh
`C=CCOc1ccccc1/C=N/O` is entered as 0.0 | 0 | 6 | -2.6 | -1 | 0.1 | 0 | 2 | -8
`CCc1cc2c(NCC3CCCO3)nc(C)nc2s1` (configuration not stated) is entered as 0.7 | 6 | -1 | 0.7 | 1 | 0.0 | -14 | -2 | 41

Laid out differently: results already given.
Below each compound – TRPML3 agonist	Runt-SMMHC FRET	MDM2 E3 inh	TNF necrop inh	EBV gp42 inh	TRPN1 ag	PPC-1+TRAIL kill	NCF1 inh	CHOP inh
CC(C)CCSc1nc(N)c(C#N)cc1C#N
→ -1.0	30	-20	-1.7	-8	-1.0	5	-44	41
O=C(Nc1cccnc1)c1ccccc1Oc1ccccc1
→ -0.6	-1	-14	-1.1	-5	-0.7	3	-7	15
CCCc1[nH]n(-c2ccc(F)cc2)c(=O)c1C=Nc1cccc(F)c1
→ 0.9	-7	-6	-4.4	1	1.4	20	-3	6
CN(C)c1ccc(C=NCC2COc3ccccc3O2)cc1 (configuration not stated)
→ 0.7	2	2	-2.8	3	0.3	15	-1	-7
COC(=O)CC(NS(=O)(=O)c1cccs1)c1cccc2ccccc12 (configuration not stated)
→ -0.3	5	14	-2.8	3	-0.5	21	-2	15

More results:
canonical_smiles,TRPML3 agonist,Runt-SMMHC FRET,MDM2 E3 inh,TNF necrop inh,EBV gp42 inh,TRPN1 ag,PPC-1+TRAIL kill,NCF1 inh,CHOP inh
CCCCOC(=O)CSc1n[nH]c(=O)[nH]c1=O,0.6,-3,-2,0.5,-23,-0.4,21,-3,-28
Cc1nc2ccc(NC(=O)N(C)c3ccccc3)cc2s1,0.3,-2,26,0.2,-4,0.5,18,-3,6
COc1ccc([N+](=O)[O-])cc1NC(=O)CSc1nncn1-c1ccccc1,0.2,2,-14,2.4,-11,-0.1,15,-11,-1
O=C(Nc1cc(C(F)(F)F)ccc1N1CCOCC1)c1ccccc1F,-0.6,-3,4,-0.3,-17,0.2,10,-3,67
O=C(COC(=O)c1ccco1)Nc1nc2ccccc2s1,0.7,2,-14,1.7,-27,0.5,19,-13,4
COc1ccc(-c2nc(CN(C)C(C)c3ccon3)c(C)o2)c(C)c1C (configuration not stated),0.0,3,0,1.3,1,-3.4,4,-2,28
O=C(c1cn2ccccc2n1)N1CCc2c([nH]c3ccccc23)C1c1ccccn1 (configuration not stated),0.6,-8,12,-2.4,-5,1.1,18,-11,22
COc1ccc(NC(=O)CCN2CCN(S(=O)(=O)c3ccc(Cl)cc3)CC2)cc1,0.1,-2,-4,0.6,-18,0.0,1,-4,13
O=c1c(Cc2ccc(Cl)cc2)c(O)ccn1Cc1cccs1,0.0,1,-7,1.1,17,1.3,9,-12,0
CCn1c(/C=N/n2cnnc2)nc2ccccc21,0.1,0,-15,0.2,-14,0.9,-10,-5,41
COc1ccc(CC(=O)NC2CC(C)(C)NC(C)(C)C2)cc1,0.3,-2,4,0.3,-12,-0.4,21,-13,-13
CC(NC(=O)c1cc2ccccc2o1)C(=O)O (configuration not stated),1.0,-6,1,-0.4,11,1.2,3,-7,17
Cc1ccc(NC(=O)c2ccccn2)cc1S(=O)(=O)N1CCOCC1,-0.3,1,4,-0.9,2,-0.1,-2,-4,0
CCN(C(=O)c1ccco1)c1nc(CC(=O)Nc2ccc(Cl)cc2)cs1,-0.7,-5,-16,1.8,-3,-0.5,-1,-14,8
Cc1ccnc2nc(C(=O)N3CCN(c4ccc(F)cc4)CC3)nn12,0.6,1,-12,0.8,-24,-0.3,16,-23,24
Cn1c(N/N=C/c2cccs2)nc2c1c(=O)n(Cc1ccccc1)c(=O)n2C,0.9,-2,-6,2.4,-1,0.3,-12,-12,67
O=C(NNC1=C(C(=O)C(F)(F)F)CCC1)c1cccc(O)c1,0.8,0,0,0.5,-16,1.5,-10,-9,32
O=C(Nc1ccc(N2CCOCC2)cc1)c1ccc2c(c1)OCO2,0.5,3,-2,-1.3,-1,0.0,27,1,7
N=c1sccn1CC(=O)Nc1ccccc1Cc1ccccc1,-0.4,0,-12,0.6,-8,1.0,2,-13,-2
Cc1cc(-c2nn(-c3ccccc3F)cc2CN(C)CC(O)CO)c(C)s1 (configuration not stated),1.0,-1,-13,1.6,5,-0.2,6,8,26
Cn1nc(C(F)(F)F)c(C(=O)Nc2cccc(Cl)c2)c1Cl,-0.9,-50,-7,-1.7,-6,0.2,6,-5,25
CN(Cc1cnn(C)c1)C(=O)c1ccc(OC2CCN(CCc3ccccc3)CC2)cc1,0.6,0,-14,1.3,-3,1.5,4,1,-3
CCOC(=O)c1c(C)c(C(=O)Nc2ccc3c(c2)OCCO3)c(C)n1CC,-0.9,-1,9,-6.5,-11,-0.6,0,-20,.
COC(=O)COc1cccc2c(=O)n(CC(=O)N3CCCCC3)ccc12,1.1,2,-2,0.8,-7,2.2,0,-17,-4
CC(C)CCNC(=O)C(Cc1ccccc1)NS(=O)(=O)c1ccc2c(c1)c(=O)n(C)c(=O)n2C (configuration not stated),-0.8,-1,-11,-0.2,-13,-1.1,-6,-10,29
CC1CCN(S(=O)(=O)c2ccc(NC(=O)c3cccs3)cc2)CC1,-0.2,3,-14,2.4,7,3.9,-10,-41,50
NC(=O)c1ccccc1NC(=O)CN1CCOCC1,-0.2,-6,-16,-6.0,5,1.6,-3,4,13
CCS(=O)(=O)N1CCN(c2ccc([N+](=O)[O-])c(NC(C)c3ccccc3)c2)CC1 (configuration not stated),0.3,-3,-22,-6.2,-6,0.2,5,-14,30
COc1ccc2nc(N=Nc3ccc(N(C)C)cc3)sc2c1,-0.5,-2,-44,-17,-12,0.4,90*[5 µM],27,20
C=CC[N+]1(CC#CCOC(c2ccccc2)c2ccccc2)CCOCC1,0.5,-12,-3,-0.8,-2,0.7,18,-9,-6
